TNF necrop inh: TNF-alpha cell death inhibition in Jurkat FADD-/- cells; Jurkat FADD-/- TNF necroptosis rescue, ATP luminescence, 24 h; 0 = TNF only, 100 = no-TNF cells; activation (protection from cell death), % at 10 µM; actives 0.068% (n = 220,000); AID 463075;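 active means activation, meaning protection from cell death, of at least 50% relative to plate controls; inactive means activation below 50%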;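 further: necroptosis triggered by 40 ng/mL TNF-alpha added together with compound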
MDM2 E3 inh: blocks human Mdm2 ubiquitin ligase activity; signal enhancement, % at 5 µM; AID 1230; actives 0.11% (n = 210,000); Q00987; cell-based MDM2 ubiquitination luciferase reporter, 2 h; 0 = plate control, 100 = twice control, blank-subtracted;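 active means signal enhancement of 30% or more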;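 further: luminescence tracks abundance of the self-degrading MDM2-luciferase fusion protein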
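system = mammalian cells stably expressing self-ubiquitinating, self-degrading MDM2 E3–luciferase fusion | quantity = 2000 cells per well seeded | incubation = 4 h cell settling then 2 h compound exposure, 37 °C | signal = SteadyLite luminescence, 15 min reagent step | benchmarks = plate control and blank wells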
eIF4E-4G inh: eIF4E/eIF4G interaction inhibition in translation initiation; P63073+Q04637; TR-FRET eIF4E-eIF4GI(517-606) binding, 2 h; actives 0.37% (n = 220,000); inhibition, % at 21.7 µM;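 active means inhibition above about 30%, limit read from the data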;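 further: 0% = full FRET control wells and 100% = background wells lacking eIF4GI fragment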
Cl transport mod: modulates chloride dependent transport by human KCC2; Q9H2X9; KCC2 cells, thallium flux FluoZin-2 fluorescence; B-score of Tl+ flux slope (higher = more flux/activation; lower = inhibition) at 10 µM; actives 2.2% (n = 190,000);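 active means thallium flux slope and its plate-corrected score both differing from the plate sample mean at a set confidence after two filtering rounds, in either direction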;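 further: slope of fluorescence scaled to starting intensity during 10 to 20 s after thallium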
PERK inh: inhibitors of human PERK kinase; Q9NZJ5; CHO PERK-DD fusion, SEAP luminescence translation reporter; inhibition, % at 5.6 µM; actives 0.17% (n = 220,000);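 active means inhibition above the mean inhibition of all tested compounds plus 3 SD, set separately per screening campaign, cut at about 2.9% in these data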;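 further: PERK kinase domain activated by AP20187 dimerizer at 100 nM; 0% = DMSO with dimerizer and 100% = rapamycin at 8.4 µM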
Calpain2 inh: blocks pig calpain II enzyme activity; AID 1236; actives 0.37% (n = 220,000); purified calpain II, fluorogenic peptide substrate, 30 min; inhibition, % at 16 µM;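 active means inhibition above about 50%, limit read from the data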
EBV gp42 block: blocks Epstein-Barr virus glycoprotein 42 binding. Q1HVG2. Fluorescence polarization binding assay, mP read-out. inhibition, % (tested at 21.74 µM). actives 0.42% (n = 220,000). AID 1085; in the data active means inhibition above about 50%
Target sequence (Q1HVG2 whole entry, looked up): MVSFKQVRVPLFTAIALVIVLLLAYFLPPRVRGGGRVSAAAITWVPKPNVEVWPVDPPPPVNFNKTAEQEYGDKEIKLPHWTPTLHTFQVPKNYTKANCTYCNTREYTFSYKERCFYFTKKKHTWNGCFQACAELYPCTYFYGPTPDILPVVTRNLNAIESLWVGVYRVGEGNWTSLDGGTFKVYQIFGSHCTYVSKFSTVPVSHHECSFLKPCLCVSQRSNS
L929 necroptosis: blocks zVAD induced death of L929 cells; viability rescue, % at 10 µM; L929 zVAD necroptosis rescue, ATP luminescence, 24 h; with zVAD 60 µM; actives 0.38% (n = 220,000);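 active means activation, scaled between plate controls, above about 75%, limit read from the data; inactive means activation under that limit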;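 further: 0% = zVAD with DMSO and 100% = DMSO alone without zVAD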
Rad51 HR inh: blocks human Rad51 in homologous recombination; AID 1385; inhibition, % at 10 µM; actives 0.085% (n = 200,000); hRad51 DNA strand exchange, fluorescence dequenching;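 active means inhibition above 40% at the single screening dose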;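 further: 0% = DMSO control wells and 100% = blanks with heterologous ssDNA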
Target sequence (Q06609 whole entry, looked up): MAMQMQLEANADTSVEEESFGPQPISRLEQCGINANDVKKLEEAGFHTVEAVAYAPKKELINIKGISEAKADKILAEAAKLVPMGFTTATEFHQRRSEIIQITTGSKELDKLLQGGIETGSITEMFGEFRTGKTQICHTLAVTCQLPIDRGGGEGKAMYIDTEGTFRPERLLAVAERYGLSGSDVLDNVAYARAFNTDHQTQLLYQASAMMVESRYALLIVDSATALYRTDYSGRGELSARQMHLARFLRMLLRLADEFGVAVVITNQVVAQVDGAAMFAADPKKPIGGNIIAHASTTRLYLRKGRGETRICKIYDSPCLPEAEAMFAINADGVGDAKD
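material = hRad51 filaments on single-stranded DNA | timing = filaments 15 min 37 °C, then compound 30 min | signal = FRET fluorescence dequenching, excitation 485 nm, emission 520 nm | benchmarks = control wells and blank wells on each plate | evaluation = percent inhibition relative to plate controls and blanks | compound = 10 µM final, single point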
The depositor's hits bear a star; . = no result given; [ ] = another dose, or the depositor's remark.

Start of the listing, in advance:
SMILES	TNF necrop inh	MDM2 E3 inh	eIF4E-4G inh	Cl transport mod	PERK inh	Calpain2 inh	EBV gp42 block	L929 necroptosis	Rad51 HR inh
COc1ccc(NC(=O)COC(=O)Cc2ccc(-c3ccccc3)cc2)c(OC)c1	1.0	-2	6[fluorescence artefact?]	0.074	1.1	17	-17	1.1	0
COc1ccc(OCCCn2cccc2/C=C2/C(=N)N3OC(C)=CC3=NC2=O)cc1	0.7	-5	0	-1.2	0.5	-2	6	0.3	6

The whole of this part, repeating the preview:
SMILES	TNF necrop inh	MDM2 E3 inh	eIF4E-4G inh	Cl transport mod	PERK inh	Calpain2 inh	EBV gp42 block	L929 necroptosis	Rad51 HR inh
COc1ccc(NC(=O)COC(=O)Cc2ccc(-c3ccccc3)cc2)c(OC)c1	1.0	-2	6[fluorescence artefact?]	0.074	1.1	17	-17	1.1	0
COc1ccc(OCCCn2cccc2/C=C2/C(=N)N3OC(C)=CC3=NC2=O)cc1	0.7	-5	0	-1.2	0.5	-2	6	0.3	6
O=C(CN1CCOCC1)NNC(=S)Nc1ccccc1	0.2	-10	-2	0.051	2.7	13	-6	1.3	3
CN1OC(COC(=O)c2ccc(Cl)cc2Cl)CC1c1ccccc1 (configuration not stated)	-0.9	-2	1	-1.7	0.8	34	-15	-0.2	-3
Cc1cc(C(C)(C)C)oc1C(=O)N(CC(=O)NC1CCCC1)c1cccc(C(F)(F)F)c1	0.0	3	-3	.	-0.6	32	-6	0.1	3
COc1cccc(-c2cc(C(=O)Nc3ccc(OC)c(OC)c3)no2)c1	-2.3	-10	7	.	0.1	-23	-19	-0.1	-9
O=C(COc1ccccc1-c1ccccc1)NNC(=O)NC1CCCCC1	-0.4	.	-1	-0.53	1.3	-7	7	-0.3	.
COc1ccc(CN(C)C(=O)COC(=O)c2c(-c3ccccc3Cl)noc2C)cc1	0.4	9	-1	-0.71	0.1	24	-7	-0.4	2
O=S(=O)(c1ccc2nc(-c3ccccc3)[nH]c2c1)N1CCN(c2cccc(Cl)c2)CC1	11	-3	2[fluorescence artefact?]	1.3	-0.5	-9	8	.	.
CC1CC(c2ccccc2)n2nc(NC(=O)CCc3ccccc3)nc2N1 (configuration not stated)	-5.0	14	1	-1.1	-0.1	-25	-3	1.4	-17
CCOC(=O)c1ccc(N/C(=N/S(=O)(=O)c2ccccc2)c2ccccc2)cc1	2.2	-1	15	-3.4	-0.6	9	-20	0.9	4
COC(=O)c1cc[n+](CC(=O)c2ccccc2)cc1	-0.2	-21	-6[fluorescence artefact?]	1.2	0.2	-28	-24	0.5	1

3 entries from above, with bars between the fields.
Structure | TNF necrop inh | MDM2 E3 inh | eIF4E-4G inh | Cl transport mod | PERK inh | Calpain2 inh | EBV gp42 block | L929 necroptosis | Rad51 HR inh
COc1ccc(NC(=O)COC(=O)Cc2ccc(-c3ccccc3)cc2)c(OC)c1 | 1.0 | -2 | 6[fluorescence artefact?] | 0.074 | 1.1 | 17 | -17 | 1.1 | 0
COc1ccc(OCCCn2cccc2/C=C2/C(=N)N3OC(C)=CC3=NC2=O)cc1 | 0.7 | -5 | 0 | -1.2 | 0.5 | -2 | 6 | 0.3 | 6
O=C(CN1CCOCC1)NNC(=S)Nc1ccccc1 | 0.2 | -10 | -2 | 0.051 | 2.7 | 13 | -6 | 1.3 | 3

The list continues.
SMILES	TNF necrop inh	MDM2 E3 inh	eIF4E-4G inh	Cl transport mod	PERK inh	Calpain2 inh	EBV gp42 block	L929 necroptosis	Rad51 HR inh
COc1ccc(OC)c(/C=N/NC(=O)c2cnccn2)c1	1.6	-5	-1	1.2	0.2	0	-8	1.2	3
CCOC(=O)c1ccc(-c2ccc(/C=N/NC(=O)Cc3nnc(N)s3)o2)cc1	0.7	-5	1	-0.82	-0.6	-73	-24	-0.2	-25
C=CCNC(=S)NCC=C	0.5	.	-6	0.44	0.7	-11	-6	0.8	-8
O=C(Cc1ccccc1)N1CCN=C1SCc1cccc([N+](=O)[O-])c1	3.9	1	-2	-1.5	0.0	15	-8	0.1	.
O=C(Nc1cnn(Cc2ccc(Cl)cc2)c1)c1cccs1	0.6	.	-11	0.0012	1.4	16	-15	0.1	-19
COc1ccc(C(=O)Nc2ccccc2N2CCCCC2)cc1[N+](=O)[O-]	-0.4	-12	3	0.74	1.7	18	-4	0.4	18
O=C(N/N=C1/CCCc2ccccc21)c1cc([N+](=O)[O-])cc([N+](=O)[O-])c1	0.6	-17	4	1.5	0.0	74*	-10	0.5	-5
COc1ccc(/C=N/OCC(=O)NC(c2ccccc2)c2ccccc2)c(OC)c1	0.1	6	3	-0.043	-0.5	35	0	0.2	24
O=C(CCCn1c(=O)[nH]c2cc(Cl)ccc2c1=O)N1CCN(c2ccc([N+](=O)[O-])cc2)CC1	-10.0	-4	-18	.	0.6	-13	-4	-0.2	-2
CC(=O)c1ccc(Nc2ccc(-c3ccccc3C)nn2)cc1	-0.3	-16	0	-0.11	-0.1	-3	-12	26	-1
O=C(COc1ccc(-n2ccnc2)cc1)Nc1cccc(Cl)c1	-0.3	-3	2	-0.85	0.1	4	-15	62	-1
Oc1ccccc1C=NC1CCCCC1N=Cc1ccccc1O (configuration not stated)	0.2	-20	3	-0.42	-0.5	3	5	-3.2	-38
O=C(NNc1nc2c(F)cccc2s1)c1ccc(F)cc1	0.9	-6	-2	-0.14	0.5	0	-5	2.9	4
CCOC(=O)C1=C(C)NC(C)=C(C(=O)OCC)C1c1ccc(Br)o1	1.5	6	1	-1.2	-0.8	-8	10	0.3	7
N/C(Cc1cccs1)=N\OC(=O)COc1ccc(Br)cc1	2.6	-16	4	-0.72	0.9	16	-16	-0.6	-10
Cc1cc(C)n(Cc2ccccc2)c(=O)c1S(=O)(=O)c1ccccc1	-4.0	-14	2	.	0.0	-7	-16	-0.2	-13
Clc1ccc(-c2nnc(N3CCOCC3)o2)cc1	1.1	-2	0	-0.0036	0.6	-40	-1	-0.4	-4
COc1ccc(C(=O)n2nc(-c3ccc(C)cc3)nc2N)cc1OC	-7.3	-11	-8	-0.49	2.1	-20	-24	0.2	1
CCN(CC)C(=O)c1cc2c(=O)c3cc(F)ccc3oc2nc1C	0.3	-3	8	-0.45	1.2	-41	-3	0.0	7
Cc1ccccc1-c1nc(CS(=O)(=O)CC(=O)N2CCc3ccccc32)c(C)o1	0.5	-18	1	1.2	2.0	-5	2	0.4	-1
O=C(N/N=C/c1cc(Br)c(O)c(Br)c1)c1cccc(C(F)(F)F)c1	3.1	-2	1	-0.9	1.0	-23	-9	1.7	14
Cc1ccc2cc(C)c3nnc(SCC(=O)N4CCN(C(=O)c5ccco5)CC4)n3c2c1	-1.2	-22	7	-1.5	-1.7	-33	-6	-0.8	11
CCc1ccc(NC(=O)Cn2cccc2)cc1	1.4	-15	-1	1.6	0.2	-7	-6	2.4	3
Nc1c(N2CCN(c3ccccc3)CC2)c2ccccc2oc1=O	-2.9	-15	-6	-1.4	-0.1	2	7	-0.1	0
CSc1nc(-c2ccccc2)nc(N2CCOCC2)c1C(C)=O	-0.6	7	1	-2.4	-0.5	32	-13	2.3	-5
COC(=O)c1cn(C(=O)c2cccs2)c2ccccc12	-2.9	7	-3[fluorescence artefact?]	-0.088	1.4	20	3	0.1	4
CCn1ncc(NC(=S)NCCc2ccc(OC)c(OC)c2)c1C(N)=O	0.6	11	-1	0.35	2.5	1	-6	0.2	23
COc1ccccc1CNC(=S)NC1CCCCC1	-1.3	-1	-5	-1.1	0.2	19	-9	-0.8	-1
Cc1cc([N+](=O)[O-])nn1CCCC(=O)Nc1ccc(Cl)cc1Cl	1.5	7	6	-0.64	0.7	-12	-12	9.6	6
COc1ccc(CN2CCN(Cc3cccc4nonc34)CC2CCO)c(C)c1C (configuration not stated)	1.8	-11	-2	.	0.1	-16	-3	0.2	-21
O=C(N/N=C/c1cccc([N+](=O)[O-])c1)c1c[nH]c2ccccc12	0.4	-10	-3	-0.22	-1.1	-24	-4	1.1	6
CC(C)N(Cc1nc(-c2ccccc2)no1)C(=O)CN1C(=O)c2ccccc2C1=O	0.7	-4	-4	-0.37	-0.7	17	-21	-0.1	-3

Some of the entries so far, field by field.
> CC(=O)c1ccc(Nc2ccc(-c3ccccc3C)nn2)cc1
  TNF necrop inh = -0.3
  MDM2 E3 inh = -16
  eIF4E-4G inh = 0
  Cl transport mod = -0.11
  PERK inh = -0.1
  Calpain2 inh = -3
  EBV gp42 block = -12
  L929 necroptosis = 26
  Rad51 HR inh = -1

> O=C(COc1ccc(-n2ccnc2)cc1)Nc1cccc(Cl)c1
  TNF necrop inh = -0.3
  MDM2 E3 inh = -3
  eIF4E-4G inh = 2
  Cl transport mod = -0.85
  PERK inh = 0.1
  Calpain2 inh = 4
  EBV gp42 block = -15
  L929 necroptosis = 62
  Rad51 HR inh = -1

> Oc1ccccc1C=NC1CCCCC1N=Cc1ccccc1O (configuration not stated)
  TNF necrop inh = 0.2
  MDM2 E3 inh = -20
  eIF4E-4G inh = 3
  Cl transport mod = -0.42
  PERK inh = -0.5
  Calpain2 inh = 3
  EBV gp42 block = 5
  L929 necroptosis = -3.2
  Rad51 HR inh = -38

> O=C(NNc1nc2c(F)cccc2s1)c1ccc(F)cc1
  TNF necrop inh = 0.9
  MDM2 E3 inh = -6
  eIF4E-4G inh = -2
  Cl transport mod = -0.14
  PERK inh = 0.5
  Calpain2 inh = 0
  EBV gp42 block = -5
  L929 necroptosis = 2.9
  Rad51 HR inh = 4

Screening results as filed in PubChem.

Not a hit list. About 3.6% of those tested had a hit in this group.
